JMJD2A Tudor – qHTS Assay for Inhibitors of JMJD2A-Tudor Domain; Lysine-specific demethylase 4A (Homo sapiens), O75164; AlphaScreen JMJD2A-Tudor / H3K4me3 peptide binding; Potency, µM (titrated, usually from 114 µM), for the others: at the highest dose activity change, negative = inhibition, actives largely listed as inhibitors; 390,000 compounds, 4.4% hits; AID 504339, 2011; also: % is scaled to controls: 0 for no effect and ±100 for the full control effect; nearly all actives have a fitted effect of over 50% in size
POLH inh – qHTS for Inhibitors of Polymerase Eta; 390,000 compounds, 1.2% hits; recombinant Pol eta, fluorescent DNA replication assay; DNA polymerase eta (Homo sapiens), Q9Y253; Potency, µM (titrated, usually from 114 µM), for inactives: at the top dose activity change, negative = inhibition, usual class: inhibitors; AID 588591, 2011; also: % is scaled to controls: 0 for no effect and ±100 for the full control effect
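Pol eta at 10 nM preincubated with compounds 15 min at room temperature; reaction started with fluorescent substrate (50 nM final) and read kinetically at 0 and 10 min.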
Pol kappa inh – qHTS for Inhibitors of Polymerase Kappa; DNA polymerase kappa (Homo sapiens), Q9UBT6; purified Pol kappa, fluorescent DNA synthesis assay, 10 min; Potency, µM (series often up to 107 µM), for the others: at the highest dose activity, negative = inhibition, usual class: inhibitors; 400,000 compounds, 0.53% hits; AID 588579, 2011; also: % is scaled to controls: 0 for no effect and ±100 for the full control effect
Target sequence (Q9UBT6 whole entry, looked up): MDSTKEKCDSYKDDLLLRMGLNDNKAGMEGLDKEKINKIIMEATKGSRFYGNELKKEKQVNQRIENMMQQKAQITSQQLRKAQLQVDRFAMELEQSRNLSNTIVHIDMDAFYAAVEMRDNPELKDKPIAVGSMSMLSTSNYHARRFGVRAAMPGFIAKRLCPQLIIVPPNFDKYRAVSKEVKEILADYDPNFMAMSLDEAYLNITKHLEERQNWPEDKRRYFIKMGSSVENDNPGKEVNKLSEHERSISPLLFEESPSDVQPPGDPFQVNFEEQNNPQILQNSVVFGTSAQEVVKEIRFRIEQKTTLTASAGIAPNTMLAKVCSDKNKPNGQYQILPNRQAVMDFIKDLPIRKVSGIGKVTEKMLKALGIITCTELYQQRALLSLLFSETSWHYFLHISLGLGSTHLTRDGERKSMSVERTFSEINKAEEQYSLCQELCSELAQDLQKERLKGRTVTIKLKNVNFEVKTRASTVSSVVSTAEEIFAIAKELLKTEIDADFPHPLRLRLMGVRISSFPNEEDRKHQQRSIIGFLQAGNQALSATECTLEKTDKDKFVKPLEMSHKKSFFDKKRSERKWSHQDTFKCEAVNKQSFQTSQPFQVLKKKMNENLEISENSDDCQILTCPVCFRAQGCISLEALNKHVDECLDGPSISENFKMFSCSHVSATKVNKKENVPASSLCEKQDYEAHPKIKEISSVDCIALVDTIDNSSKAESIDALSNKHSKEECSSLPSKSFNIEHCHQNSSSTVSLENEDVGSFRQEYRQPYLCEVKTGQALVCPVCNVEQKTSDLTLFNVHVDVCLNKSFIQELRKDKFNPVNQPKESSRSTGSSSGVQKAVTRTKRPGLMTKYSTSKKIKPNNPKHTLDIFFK
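Enzyme at 10 nM met test compounds for 15 min at room temperature. Substrate addition (50 nM final) began the reaction, which was monitored by fluorescence at 0 and 10 min.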
POLI inh – qHTS for Inhibitors of Polymerase Iota. DNA polymerase iota (Homo sapiens), Q9UNA4. Pol iota fluorescent replication assay, 10 min. Potency, µM (series often up to 115 µM), for the others: top-dose activity, negative = inhibition, actives largely listed as inhibitors. 390,000 compounds, 1% hits
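Fluorescent replication assay read twice, at 0 min and 10 min after adding 50 nM (final) substrate. Enzyme (10 nM) and compounds were first incubated 15 min at room temperature; enzyme-free buffer wells were negative controls.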
G9a block – qHTS Assay for Inhibitors of Histone Lysine Methyltransferase G9a | AID 504332, 2011 | Potency, µM (highest dose often 102 µM), for the others: top-dose activity, negative = inhibition, hits mostly inhibitors | 350,000 compounds, 8.8% hits | G9a H3K9 monomethylation, AlphaScreen, 2 h | Histone-lysine N-methyltransferase EHMT2 (Homo sapiens), Q96KQ7; also: % is scaled to controls: 0 for no effect and ±100 for the full control effect; nearly all actives have a fitted effect of over 75% in size
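G9a (20 nM) preincubated 15 min RT with compounds, then 500 nM biotinylated H3K9 peptide and 20 uM SAM added; 2 h RT reaction. Monomethyl-H3K9 product detected by AlphaScreen with anti-H3K9me1 antibody, streptavidin donor and anti-rabbit IgG acceptor beads.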
Pol beta inh – qHTS Assay for Inhibitors of DNA Polymerase Beta | 340,000 compounds, 1.3% hits | Potency, µM (top dose mostly 114 µM), for inactives: at the highest dose activity change, negative = inhibition, hits mostly inhibitors | Pol beta primer extension/strand displacement, fluorescence kinetic; also: % is scaled to controls: 0 for no effect and ±100 for the full control effect
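10 nM enzyme + cpd, 15 min RT; start with substrate 50 nM final; read 0 min and after 10 min RT. Corrected, normalized data; 4-parameter Hill curve fit.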
BAZ2B inh – qHTS Assay for Inhibitors of BAZ2B; Bromodomain adjacent to zinc finger domain protein 2B (Homo sapiens), Q9UIF8; AID 504333, 2011; Potency, µM (doses to about 114 µM), without a hit: at the top dose activity change, negative = inhibition, most hits filed as inhibitors; AlphaScreen BAZ2B-H3K14Ac peptide displacement; 360,000 compounds, 4.4% hits; also: % is scaled to controls: 0 for no effect and ±100 for the full control effect; nearly all actives have a fitted effect of over 60% in size
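AlphaScreen displacement of biotin-H3(5-23)K14Ac peptide (50 nM final) from BAZ2B (50 nM final) in PBS pH 7.4, 0.01% Tween-20; complex preformed 30 min RT, then compounds (top 110 uM) 30 min RT, beads 20 min dark.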
APEX1 inh – qHTS Assay for Inhibitors of the Human Apurinic/apyrimidinic Endonuclease 1 (APE1). Potency, µM (top dose mostly 65.8 µM), for inactives: top-dose activity change, negative = inhibition, hits mostly inhibitors. recombinant APE1, TAMRA/BHQ-2 abasic DNA cleavage fluorescence. DNA repair nuclease/redox regulator APEX1 (Homo sapiens), P27695. AID 2517, 2012. 350,000 compounds, 0.35% hits;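 also: plate controls were vehicle for no effect and reference inhibitor for full effect; nearly all actives have a fitted effect of over 55% in size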
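Measures dequenching upon AP-site incision of a 5'-TAMRA/3'-BHQ-2 THF-containing duplex, 50 nM; human APE1 0.75 nM after 15 min room-temperature exposure to compound; kinetic three-point read at one-minute spacing.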
BLM helicase inh – qHTS Assay for Inhibitors of Bloom's syndrome helicase (BLM) | RecQ-like DNA helicase BLM (Homo sapiens), P54132 | recombinant BLM DNA unwinding, fluorescence dequenching | Potency, µM (titrated, usually from 56.1 µM), without a hit: at the highest dose activity change, negative = inhibition, most hits filed as inhibitors | 350,000 compounds, 0.2% hits | AID 2528, 2010;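 also: plate controls were vehicle for no effect and no enzyme for full effect; nearly all actives have a fitted effect of over 35% in size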
Active calls of the source: *; ? = inconclusive; / = no result given; & = joins results of further samples; [ ] = another dose, or the depositor's remark. Calls follow the shape of the dose curve; as a rule, active = well fitted curve in the direction sought with a large enough effect; inconclusive = small, poorly fitted or top-dose-only effect, or another doubt; inactive = no such curve, though single readings can be large; an effect the other way counts as inactive or inconclusive. Potency is read from the fitted curve at half-maximal effect.

SMILES	JMJD2A Tudor	POLH inh	Pol kappa inh	POLI inh	G9a block	Pol beta inh	BAZ2B inh	APEX1 inh	BLM helicase inh
CC1=C(C(=O)Nc2ccc(C)cc2C)C(c2ccccc2F)n2nc(SCC(=O)c3ccc(C)cc3)nc2N1 (stereo not given)	-14%	-4%	-10%[60.1 µM]	23%	21%[59 µM]	-17%	-4%	/	0%
COc1ccc2oc(C(=O)OCC(=O)N(Cc3ccccc3)C(C)C)c(C)c2c1	-4%	-3%	-1%	4%	?	/	9%	3%	/
O=C(Nc1cc2c3c(c1)CC(=O)N3CCC2)c1ccc(Cl)cc1	-17%	-14%	-20%	16%	-34%	/	-30%	13%	/
O=C(O)C1CCN(C(=O)c2cccc3ccccc23)CC1	3%	-12%	6%	-24%	10%	83%	-2%	17%	2%
CCn1cc(C(=O)O)c(=O)c2cc(F)c(N3CCN(C(=S)NC(=O)c4ccc(F)cc4)CC3)cc21	-19%	6%	0%	-4%	/	44%	?	16%	-10%
Cc1ccc(Nc2nnc(SCC(=O)Nc3ccccc3[N+](=O)[O-])s2)cc1	-2%	-19%	-13%	19%	6%	35%	8%	-12%	5%
Cc1ccc(-c2nc(C(=O)O)cs2)cc1	7%	-19%	-12%	55%[activator]	-6%[59 µM]	-25%	-33%	6%	-1%
CCCc1cc(C(=O)Nc2ccccc2C(=O)OC)no1	19%	-6%	9%	27%	-6%[59 µM]	-2%	11%	-2%	-1%
Cc1[nH]n(-c2ccccc2)c(=O)c1-c1ccc(Cl)cc1	79µM*	-13%	2%	?	14µM*	-4%	-6%	19%	-4%
COc1cc(CNCc2ccc(OC)c(OC)c2OC)cc(OC)c1	2.5µM*	-12%	-10%	11%	?	-1%	50µM*	14%	3%
CC(=O)c1ccc(OC(C)C)c(Cc2c(O)nc(N)[nH]c2=O)c1	?	-13%	3%	3%	30%[59 µM]	25%	4%	16%	-8%
CC(C)(C)OC(=O)C[C@H]1C/C=C\C[C@H](CC(=O)N(CCO)Cc2ccccc2)C(=O)N[C@@H](c2ccccc2)COC1=O	-26%	-10%	-9%	13%	/	/	/	?	/
Cc1ccc(C(O)CSc2nnc(-c3ccc4ccccc4c3)n2C)cc1 (stereo not given)	-22%	-6%	-1%	62%[activator]	?	6%	-15%	-4%	-3%
CC(C)OC(=O)CSc1nc2ncccc2[nH]1	-3%	-7%	-1%	-4%	9%	-17%	3%	?	1%
COc1ccc(-c2nnc(SCC(=O)NC3CCCCC3)o2)cc1	-6%	-14%	4%	18%	-6%	-10%	-10%	41%	-4%
Cc1ccc2cc(CN(CC3CCCO3)C(=S)Nc3ccccc3)c(=O)[nH]c2c1 (stereo not given)	-12%	-22%	2%	46%[activator]	-44%	1%	-32%	3%	-6%
CC(NC(=O)C12CC3CC(CC(O)(C3)C1)C2)c1ccccc1 (stereo not given)	-4%	1%	-18%	2%	22%	61%	6%	-12%	-3%
COCCn1c(SCC(=O)Nc2cccnc2Cl)nc2ccccc21	-16%	0%	-17%	10%	/	/	/	-7%	/
Cc1ccc(NC(=O)C2Cc3ccccc3CN2C(=O)c2ccccc2)cc1Cl (stereo not given)	-8%	-8%	-8%	5%	20%[59 µM]	6%	-27%	-1%	-9%
CCOC(=O)c1c(C)c(-c2ccccc2)n(CC(=O)NCc2cccc(OC)c2)c1C	7%	-14%	-1%	11%	1%[59 µM]	3%	0%	/	-3%
Cc1ccccc1CSc1nc2ccccc2c(=O)[nH]1	-21%	-5%	-1%	3%	-6%[59 µM]	10%	3%	2%	-7%
O=C(NNC(=S)NC(=O)c1cccs1)c1cccnc1	-9%	-20%	3%	88%[activator]	45µM*	26%	9%	-6%	-2%
Cc1ccc(-n2nc3c(c2NC(=O)c2ccc4c(c2)OCO4)CS(=O)(=O)C3)cc1	-4%	-4%	-3%	23%	6%	23%	-1%	-5%	-4%
CCOC(=O)c1nnc(-c2cccs2)nc1Oc1ccccc1C(=O)OC	-13%	0%	-9%	8%	?	0%	?	1%	-4%
Cc1ccc(C2C(C#N)=C(N)SC(N)=C2C#N)o1	/	/	/	/	1.6µM*	-29%	/	?	-16%

With a hit mark in BAZ2B inh, of those listed so far:
SMILES | JMJD2A Tudor | POLH inh | Pol kappa inh | POLI inh | G9a block | BAZ2B inh | APEX1 inh | BLM helicase inh
COc1cc(CNCc2ccc(OC)c(OC)c2OC)cc(OC)c1 | 2.5µM* | -12% | -10% | 11% | ? | 50µM* | 14% | 3%

Returning to the listing with the 2 entries that preceded the break.
SMILES	JMJD2A Tudor	POLH inh	Pol kappa inh	POLI inh	G9a block	Pol beta inh	BAZ2B inh	APEX1 inh	BLM helicase inh
CCOC(=O)c1nnc(-c2cccs2)nc1Oc1ccccc1C(=O)OC	-13%	0%	-9%	8%	?	0%	?	1%	-4%
Cc1ccc(C2C(C#N)=C(N)SC(N)=C2C#N)o1	/	/	/	/	1.6µM*	-29%	/	?	-16%
COc1ccc(NC(=O)CN2C(=O)CSc3ccc(S(=O)(=O)N(C)C)cc32)cc1Cl	-24%	-9%	12%	-1%	-34%[59 µM]	7%	-4%	/	-5%
CCCCS(=O)(=O)Nc1ccc(N2CCOCC2)c(S(=O)(=O)N2CCOCC2)c1	1%	-17%	-8%	15%	69%[activator]	27%	-3%	-10%	1%
Nc1ccc2c(c1)C(=NO)c1cc([N+](=O)[O-])ccc1-2	?	-8%	-25%	-23%	/	/	/	/	/
Cc1ccc(C23CC4CC(CC(C(N)=O)(C4)C2)C3)cc1	-12%	-21%	-7%	165%[activator]	-2%	30%	?	10%	-2%
COc1cccc(NC(=O)Cn2c(=O)n(Cc3ccco3)c(=O)c3cc(OC)c(OC)cc32)c1	-9%	-9%	-2%	6%	6%[59 µM]	-18%	-5%	/	-5%
OC(c1ccccc1)(c1ccccc1)C1CCN(C(=S)NC2CCCC2)CC1	-22%	-8%	-10%	-3%	40µM*	-27%	-32%	1%	-14%
COc1cccc(C(c2c(N)n(C)c(=O)n(C)c2=O)C(C)[N+](=O)[O-])c1 (stereo not given)	7%	0%	-5%	16%	-27%	-21%	-34%	0%	0%
COc1ccc(-n2cc(-c3ccccc3)c3c(NN4CCOCC4)ncnc32)cc1	?	-11%	-12%	82%[activator]	50µM*	21%	?	-4%	-3%
CC(NC(=O)c1ccc(CS(C)(=O)=O)cc1)c1ccc(-n2ccnc2)cc1 (stereo not given)	7%	-12%	-1%	13%	43%	-26%	-27%	42%	-2%
COc1ccccc1/C=N/NC(=O)CC(=O)NC1CCCCC1	7%	-3%	9%	21%	-30%	-1%	9%	?	0%
COc1cc(C(=O)NC2CCN(C)CC2)ccc1Nc1ncc2c(n1)N(CCc1ccccc1)CCC(=O)N2C	-31%	-5%	-12%	-13%	/	/	/	/	/
CC(=O)c1cccc(N(CC(=O)Nc2ccccc2C(=O)N2CCCC2)S(C)(=O)=O)c1	-8%	-14%	7%	27%	3%	-1%	-15%	33%	-4%
COc1cccc(OC)c1C(=O)Nc1cccc(-c2cn3ccsc3n2)c1	-23%	-2%	-6%[60.1 µM]	-17%	5%[59 µM]	-3%	-26%	/	-2%
Cc1nn(Cc2c(F)c(F)c(F)c(F)c2F)c(C)c1NC(=O)c1nn(C)c(C)c1Br	-22%	-14%	-7%	23%	40%	31%	-1%	21%	-5%
CCOC(CNC(=O)Cc1c(C)nc2c(-c3ccccc3)c(C)nn2c1C)OCC	5%	-8%	2%	22%	-4%	2%	-4%	-1%	3%
CC1=C(C(=O)NCc2ccccc2)C(c2cccs2)n2ncnc2N1 (stereo not given)	-2%	-3%	-11%	9%	-7%[59 µM]	36%	0%	4%	-3%
Cc1nc(CCNS(=O)(=O)c2cccs2)cs1	1%	3%	-3%	14%	-2%[12.7 µM]	4%	-2%	2%	1%
CCc1ccc(-c2csc(NC(=O)c3cccnc3)n2)cc1	-6%	-7%	-8%	17%	-2%	22%	-4%	9%	5%
Cc1cccc2c(=O)n3c(nc12)CCCCC3	2%	-12%	-1%	-9%	-3%[12.7 µM]	17%	-5%	-2%	0%
O=C(CSc1nnnn1-c1ccccc1)Nc1nc(-c2ccccc2)ns1	-10%	-1%	-3%	14%	?	16%	11%	-6%	1%
CCc1ccc(-c2cn3nc(C)c(C)nc3n2)cc1	17%	-2%	-3%	7%	15%[59 µM]	21%	-1%	-5%	-2%
Cc1ccccc1-n1c(/C=C/c2c(C)n(C)c3ccccc23)nc2ccccc2c1=O	-8%	-16%	-6%	-12%	1%[59 µM]	16%	-4%	/	-11%
COC(=O)CSc1nc(-c2ccccc2)nc2ccccc12	58%[activator]	-32%	-8%	6%	42%[activator]	2%	66%[activator]	-7%	-5%
Cc1ccc2nc(N3CCN(c4ccccc4F)CC3)c(C=O)c(=O)n2c1	-31%	-2%	-3%	5%	?	1%	-15%	2%	-2%
COc1ccc(OC)c(CN2CCN(C(=O)c3ccc(C)c(S(=O)(=O)Nc4ccccc4OC)c3)CC2)c1	?	-17%	10%	26%	/	/	/	/	/
COc1ccccc1C1CC(=O)Oc2cc(OC)c(OC)c(OC)c21 (stereo not given)	-15%	-15%	2%&-10%	10%	-5%	/	/	-12%&-5%	-1%[75.6 µM]
COc1ccc(C(C)=O)c(Oc2nc(CN3CCOCC3)nc3scc(-c4cccs4)c23)c1	-12%	-8%	-4%	-8%	-51%[59 µM]	-1%	2%	14%	-6%
CCOC(=O)c1noc2nc(C)n(CC(=O)Nc3ccccc3F)c(=O)c12	-20%	-6%	-3%[60.1 µM]	21%	5%[59 µM]	34%[activator]	-1%	/	-2%

Bioassay records: PubChem BioAssay, National Center for Advancing Translational Sciences (NCATS)

The list is partial; rates above refer to the full screens.
